# EWS-Fli block: EWS/Fli transcriptional activity inhibition; inhibition, % at 12.6 µM; AID 651661; A673 NR0B1-luciferase reporter, viability-normalised; 0.67% of 350,000 active;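 active = mean inhibition of at least 50% after viability correction, with every replicate also passing that limit; inconclusive = mean reaches 50% but only one of two replicates passes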;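 note: firefly luciferase signal divided by Alamar Blue viability fluorescence both relative to DMSO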
# INS-1E GSIS act: primary screen for activators of insulin secretion dependent on glucose, INS-1E cells, GLuc reporter luminescence; INS-1E GLuc reporter insulin secretion, 2-3 h; activation, % at 16.6 µM; 0.61% of 370,000 active;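 active = lowest replicate activation of at least 40%, so every replicate reaches that level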;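 note: 0% = median of neutral control wells and 100% = median of IBMX positive control wells; some compounds called inactive have numbers as strong as hits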
# Xi reactivation: X-chromosome reactivation activator; 0.055% of 360,000 active; XiGFP mouse fibroblasts, % GFP-positive cells imaging, 3 d; cells co-treated with 5-aza-dC sensitizer; scaled so ellipticine positive control = 100%; activation, % at 7.58 µM;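 active = mean normalized replicate activation at least 10% and every replicate at or above 10%; inconclusive = only one of the two criteria met; inactive = mean below 10% and not all replicates reach 10%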;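 note: 0% = median of on-plate neutral control wells and 100% = ellipticine 6 µM median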
#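 Material: XiGFP fibroblasts, SV40-immortalized. Buffer or medium: DMEM plus 5-aza-dC sensitizer. Compound: single concentration per compound, delivered by pin transfer. Times: 3 days compound exposure. Controls: ellipticine 6 µM.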
# CFTR F508del cor: CFTR F508del correction in bronchial cells; 0.36% of 350,000 active; CFBE cells, YFP halide quenching; stimulated with forskolin plus potentiator P3; % fluorescence drop versus neutral controls; activity (quench increase), % at 7.58 µM;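 active = mean added fluorescence quench of at least 8% versus neutral control, with both replicates also reaching 8%; inconclusive = only one of the mean or replicate conditions met; inactive = mean below 8% and not both replicates reaching 8%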;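 note: cells transiently co-express mutant CFTR-F508del with the halide-sensitive YFP; corrector assay measuring rescue of mutant channel to the surface after 24 h compound exposure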
# PAX8 reporter: inhibitors of PAX8 transcriptional activity in RMG-I cells | 1.2% of 360,000 active | RMG-I TPO-luciferase reporter, SteadyGlo, 24 h | inhibition, % at 12.6 µM;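 active = mean replicate inhibition at least 60% with every replicate also reaching 60%; inconclusive = only one of the two criteria is met; inactive = mean below 60% and not all replicates reaching 60%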;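 note: luciferase light reporting Pax8 driven TPO promoter activity; plate controls were median of neutral control wells for no effect and mitoxantrone controls for full effect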
# ERp5 inh: ERp5 (human) disulfide isomerase inhibition; ERp5 insulin aggregation, absorbance 650 nm, 90 min; inhibition, % at 9.99 µM; 0.05% of 350,000 active;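 active = mean replicate inhibition above about 25%, with every replicate also reaching it, limit read from the data, passing the limit was not always enough; inconclusive = only one of those two criteria met; inactive = neither criterion met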
# Target sequence (Q15084 whole entry, looked up): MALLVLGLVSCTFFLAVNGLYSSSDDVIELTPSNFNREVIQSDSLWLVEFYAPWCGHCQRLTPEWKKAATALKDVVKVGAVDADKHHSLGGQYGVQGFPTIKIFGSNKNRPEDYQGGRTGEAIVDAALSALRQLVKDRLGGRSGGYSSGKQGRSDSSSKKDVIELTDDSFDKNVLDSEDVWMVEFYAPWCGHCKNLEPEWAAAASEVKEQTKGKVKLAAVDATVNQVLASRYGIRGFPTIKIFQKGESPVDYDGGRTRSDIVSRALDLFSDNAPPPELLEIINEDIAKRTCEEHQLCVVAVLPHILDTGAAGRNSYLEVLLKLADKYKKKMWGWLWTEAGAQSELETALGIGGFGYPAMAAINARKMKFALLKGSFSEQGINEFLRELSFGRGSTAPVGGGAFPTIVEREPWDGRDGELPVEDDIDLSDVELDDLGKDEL
# DENV2 CPE rescue: DENV2-induced cell death inhibition. DENV2-infected cells, cytopathic effect rescue, plate reader. CPE inhibition, % at 9.99 µM. 1.7% of 350,000 active; in the data active = CPE inhibition above about 20%, passing the limit was not always enough; inconclusive = no clear call, values can overlap the other calls; tested in BHK-21 cells;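 note: 0% = median of neutral control wells and 100% = median of positive control wells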
# ARNT-TACC3 inh: disrupts binding between human ARNT and TACC3 | Q9Y6A5 | AlphaScreen His-ARNT PAS-B/GST-TACC3 binding, luminescence; TACC3 fragment carries E629A point mutation | inhibition, % at 9.99 µM | 0.66% of 390,000 active;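 active = mean inhibition of replicates at least 50% and at least half of replicates each reaching 50%; inconclusive = half or more replicates reach 50% but mean below 50%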;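 note: 0% = complete ARNT plus TACC3 wells and 100% = ARNT alone without TACC3; many hits fall short of the cut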
# The depositor's hits bear a star; ? = inconclusive; . = not tested or not shown; & = joins results of further samples. No enrichment for hits, and some 4.2% of all compounds hit somewhere here.
SMILES,EWS-Fli block,INS-1E GSIS act,Xi reactivation,CFTR F508del cor,PAX8 reporter,ERp5 inh,DENV2 CPE rescue,ARNT-TACC3 inh
O=C(OCN1C(=O)c2ccccc2C1=O)c1cccc(S(=O)(=O)N2CCOCC2)c1,6,7,0.1,-2.0,6,-7,-6,-10
COc1ccccc1S(=O)(=O)N1CC[C@H]2[C@H](CO)Nc3ccc(-c4ccc(C#N)cc4)cc3[C@H]21,4,6,0.2,4.0,-16,5,?,-6
C[C@@H]1CN([C@@H](C)CO)C(=O)c2c(c3ccccc3n2C)-c2ccccc2CO[C@H]1CN(C)Cc1ccc(-c2ccccc2)cc1,-6,-3,0.2,2.2,.,.,-3,.
O=C(CCOc1ccccc1)Nc1ccc(Br)cc1,-42,0,0.1,1.3,-170,4,3,-3
O=c1[nH]c(=S)[nH]cc1Oc1ccccc1,-1,15,-0.1,2.2,4,-2,-5,16
Cc1n[nH]c(=O)c2c1nnn2Cc1ccc(F)cc1,-1,26,0.2,-0.3,2,4,-7,-24
NC(=S)N/N=C\c1c2ccccc2cc2ccccc12,-5,5,0.0,2.3,9,.,.,10
C[C@@H]1CN([C@H](C)CO)C(=O)Cc2cc(NC(=O)CCC(F)(F)F)ccc2O[C@@H]1CN(C)Cc1ccc(C(=O)Nc2ccccc2N)cc1,7,15,-0.9,-0.6,23,11,38*,3
COc1ccc([C@H]2CC(=O)C=C(c3ccc(C)c([N+](=O)[O-])c3)C2)cc1,-65,1,0.0,2.2,-41,2,3,1
N#CC1(NC(=O)CSc2nnc(-c3ccccc3F)n2N)CCCCC1,5,-3,-0.1,1.9,-7,-3,-9,-2
CSc1ccccc1NC(=O)Cn1ccsc1=N,0,15,0.0,-0.6,13,5,7,-1
S=C(NCc1ccccc1)N1CCCCC1,0,-9,0.0,.,1,2,7,.
C[C@@H]1CN([C@H](C)CO)C(=O)c2c(c3ccccc3n2C)-c2ccccc2CO[C@H]1CN(C)S(=O)(=O)c1ccccc1F,16,-3,-1.1,0.6,41,-5,-5,5
Cc1noc(C)c1NC(=O)N(C)C[C@H]1Oc2ncc(C#CC(C)C)cc2C(=O)N([C@@H](C)CO)C[C@H]1C,-18,3,-0.1,-1.1,.,1,53*,-7
CC(OC(=O)/C=C/c1ccccc1)C(=O)Nc1ccc(C(N)=O)cc1 (stereo not drawn),12,3,0.0,-2.6,12,5,-3,.
N#C/C(=C\c1ccc(Cl)cc1)C(=O)Nc1cccnc1,-4,-3,0.0,0.7,2,4,4,1
CCN(Cc1nc2ccccc2c(=O)[nH]1)C(=O)C1CC(=O)N(c2cccc3ccccc23)C1 (stereo not drawn),6,-11,0.0,-1.8,19,-16,0,.
COc1ccc(C#Cc2ccc([C@H]3[C@@H](CO)N4C(=O)CN(C(C)=O)C[C@H]34)cc2)cc1,0,-14,0.0,2.9,-15,8,-3,.
C[C@H]1CN([C@@H](C)CO)S(=O)(=O)c2ccc(C3=CCCCC3)cc2O[C@@H]1CN(C)Cc1ccccn1,65*,-24,1.6,3.1,58,-1,11,26
CCCCNS(=O)(=O)c1ccc2nc(-c3cccnc3)cc(C(=O)NC3CC3)c2c1,-2,16,0.0,-0.6,-30,-4,-1,0
C=CCOc1ccc(Br)cc1CNCCCN1CCOCC1,12,7,0.0,.,-12,-2,-4,3
COc1cccc(-n2cnnc2SCC(=O)NC2CC2)c1,-1,6,0.0,0.8,-11,-3,1,2
C[C@H]1CN([C@@H](C)CO)C(=O)CCCn2cc(nn2)CO[C@@H]1CN(C)Cc1ccc2c(c1)OCCN2C,8,-1,-0.5,0.3,.,.,.,.
CCOC(=O)CNC(=O)N(C)[C@H]1C[C@H]2c3[nH]c4c(-c5ccccc5)cccc4c3CCN2C(=O)[C@H]1[C@H](C)O,-1,-33,0.0,-1.8,-3,-4,4,.
O=C(O)C[C@H]1C[C@H]2c3cc(NS(=O)(=O)c4ccc(F)cc4)ccc3O[C@H]2[C@H](CO)O1,.,28,0.0,-0.6,8,-2,-5,.
COc1ccccc1NC(=O)Nc1ccc2c(c1)C(=O)N(C)C[C@@H](OC)[C@@H](C)CN[C@@H](C)CO2,-2,10,0.2,-0.2,-9,.,13,.
CN(Cc1c(C(=O)N/N=C/c2cccc(Cl)c2)nnn1-c1nonc1N)c1ccccc1,.,-2,-0.1,3.0,-2,-1,2,1
COc1ccc2c(c1)OC[C@H]1[C@H]2N2C(=O)c3cc(F)ccc3NC(=O)[C@@]2(C)[C@H]1c1ccccc1,2,-64&-12,0.0,2.2,2,3&4,14,.
O=C(C[C@@H]1CC[C@@H]2[C@H](COC[C@H](O)CN2C(=O)Nc2ccc(Cl)c(Cl)c2)O1)NCc1ccc(Cl)c(Cl)c1,2,-21,0.4,0.2,9,2,44*,15
C/C=C/c1ccc([C@H]2[C@@H](CNC(=O)CC)N(Cc3ccccn3)[C@H]2CO)cc1,2,5,0.5,0.5,10,.,.,47*
CN1CCN(C(=O)Nc2ccccc2CC[N+](=O)[O-])CC1,3,2,0.0,0.8,29,4,.,0
C[C@@H]1CN([C@H](C)CO)C(=O)c2cccc(NC(=O)c3ccncc3)c2O[C@@H]1CN(C)S(=O)(=O)c1ccc(F)cc1,17,8,7.0,1.1,7,1,2,-3
CN1C(=O)c2cc(NC(=O)c3ccccc3)ccc2OC[C@H]2O[C@H](CC(=O)NCC3CC3)CC[C@H]21,1,-8,0.2,1.7,9,-2,13,-6
CCOc1ccc(NC(=O)COC(=O)CC2CCCCC2)cc1,0,-16,0.0,-0.3,-18,1,-3,1
O=C(NCc1ccccc1)C1C(c2ccc3c(c2)OCO3)=Nc2ccccc2N1C(=O)c1ccco1 (stereo not drawn),-72,11,0.1,-5.0,-26,1,-8,.
COc1ccc(N(CC(=O)NC2CCCCC2)S(=O)(=O)c2cccs2)cc1,8,5,2.5,-4.0,8,0,3,4
COc1ccc(C(O)(CCc2ccccc2)CCN2CCCCC2)cc1 (stereo not drawn),-1,6,0.0,.,-5,1,-1,.
COC(=O)c1ccc(C(=O)OC)c(NC(=O)CSCc2ccc(Br)cc2)c1,5,3,.,-0.3,.,2,.,2
COc1cccc(CNC(=O)C(=O)NCCC2CCCCN2S(=O)(=O)c2ccc(C)cc2)c1 (stereo not drawn),10,-1,-0.1,5.1,37,-2,15,5
O=S(=O)(c1ccccc1)N1C[C@@H]2N[C@H](C1)C2c1ccc(/C=C/c2ccccc2)cc1 (stereo partly drawn),-4&14,18&4,0.0&0.0,-5.8&2.0,2&-65,-3&-3,-5&5,.
COc1ccc(N2C(=O)C(F)(F)C2c2ccccc2F)cc1 (stereo not drawn),8,-7,0.1,-0.9,19,3,-2,-6
CCOC(=O)CSc1c(-c2ccc(Cl)cc2)[nH]c2ccccc12,3,-26,0.1,-2.7,-2,2,0,12
CC(C)=C1C(=O)NN(c2ccc(F)c(Cl)c2)C1=O,2,-30,.,0.2,.,-4,.,-9
CC1CCCCN1C(=S)NC(=O)c1ccccc1 (stereo not drawn),3,3,0.1,2.7,-4,-1,-7,.
Cc1noc(C)c1S(=O)(=O)Nc1ccc2c(c1)C(=O)N([C@H](C)CO)C[C@@H](C)[C@@H](CN(C)Cc1ccc(Oc3ccccc3)cc1)O2,67*,-5,0.1,-2.0,.,-1,-2,14
CO[C@H]1CN(C)C(=O)c2cc(NC(=O)CC(F)(F)F)ccc2OC[C@H](C)N(C(C)=O)C[C@@H]1C,.,-12,-0.2,-6.3,-20,-5,-6,.
O=C(O)CCNC(=O)OCC1c2ccccc2-c2ccccc21,14,12,0.0,0.5,7,1,-3,-7
C[C@H]1CCCCO[C@H](CN(C)C)[C@@H](C)CN([C@@H](C)CO)C(=O)c2cc(NC(=O)Nc3ccc(C(F)(F)F)cc3)ccc2O1,5,-1,0.1,0.5,33,1,7,17
COc1ccccc1/C=C/C=N/NC(=O)c1cccs1,-145,-11,0.2,.,-134,6,3,13
O=C(NCc1ccco1)c1cc(NS(=O)(=O)c2cccc([N+](=O)[O-])c2)ccc1O,-5,-25,0.2,-1.2,-7,-3,7,1
C[C@@H]1CN([C@@H](C)CO)C(=O)c2cc(NS(=O)(=O)c3ccccc3)ccc2O[C@@H](C)CCCCO[C@@H]1CN(C)Cc1ccccc1,-8,-11,-1.0,5.2,-11,1,-4,4
CC(C)(C(=O)c1ccccc1)/[N+]([O-])=C/c1ccc(Br)cc1,-1,9,.,-3.7,.,5,-4,-1
COc1ccc(NC(=O)N(C)C[C@@H]2Oc3ccc(NS(=O)(=O)c4ccc(C)cc4)cc3C(=O)N([C@@H](C)CO)C[C@H]2C)cc1,-7,16,-0.1,-2.3,6,.,.,.
C[C@@H]1CN([C@@H](C)CO)C(=O)c2cccc(NC(=O)Nc3ccc4c(c3)OCO4)c2O[C@@H]1CN(C)C(=O)Nc1ccc(C(F)(F)F)cc1,-12,-38,0.0,1.2,.,0,2,2
C[C@@H]1CN([C@@H](C)CO)C(=O)c2cccc(NC(=O)c3ccncc3)c2O[C@H]1CN(C)Cc1ccccc1,2,10,0.2,1.7,.,4,-6,-14
Cc1ccccc1S(=O)(=O)N1CC(=O)N2[C@H](CO)[C@H](c3ccc(C#CCN(C)C)cc3)[C@@H]2C1,-2,15,0.0,-2.4,.,-12,18,.
COc1ccc(N2CCN(CC(=O)Nc3ncc(C)s3)CC2)cc1,-2,-2,0.1,-0.7,4,2,-2,-6
Cc1cc(C)cc(C(=O)N2CCN(Cc3ccc4c(c3)OCO4)CC2)c1,-16,7,0.2,2.9,-30,0,2,-4
Cc1c(CN2CCC(CO)(CCOc3ccccc3)CC2)[nH]c2c(Cl)cccc12,27,-11,-0.2,-1.4,7,1,-2,12
Cc1ccc(S(=O)(=O)N(C)C[C@@H]2OCCCC[C@@H](C)Oc3ccc(NS(C)(=O)=O)cc3C(=O)N([C@H](C)CO)C[C@@H]2C)cc1,-8,12,0.1,-1.7,-3,1,-2,-6

# Other records:
SMILES,EWS-Fli block,INS-1E GSIS act,Xi reactivation,CFTR F508del cor,PAX8 reporter,ERp5 inh,DENV2 CPE rescue,ARNT-TACC3 inh
CNc1nc(NCCOc2ccccc2Cl)c2sccc2n1,3,12,0.1,2.6,-5,3,-8,.
Cc1ccc(/C=C2\SC(=S)N(CCC(=O)NNC(=O)c3ccc(O)cc3)C2=O)cc1,-3,1,0.1,1.1,-20,-8,-2,12
NC(=S)NC(c1ccccc1)c1ccncc1 (stereo not drawn),-7,1,-0.1,1.8,1,2,6,-8
COc1cccc(C(=O)NCCCNC(=O)c2cccc(OC)c2)c1,-8,-11,0.0,0.1,16,1,5,-3
Cc1ccc(S(=O)(=O)N(C)Cc2ccc(C(=O)N/N=C3\CCCC(=O)C3)cc2)cc1,10,-10,0.2,.,-9,2,-2,-13
CO[C@@H]1CN(C)C(=O)c2cc(NC(C)=O)ccc2OC[C@@H](C)N(CCC(F)(F)F)C[C@H]1C,-5,-8,0.3,0.9,-4,-3,-3,.

# Shown as labelled records: 2 of the compounds above
> Cc1ccc(S(=O)(=O)N(C)Cc2ccc(C(=O)N/N=C3\CCCC(=O)C3)cc2)cc1
  EWS-Fli block = 10	INS-1E GSIS act = -10	Xi reactivation = 0.2	CFTR F508del cor = .	PAX8 reporter = -9	ERp5 inh = 2	DENV2 CPE rescue = -2	ARNT-TACC3 inh = -13
> CNc1nc(NCCOc2ccccc2Cl)c2sccc2n1
  EWS-Fli block = 3	INS-1E GSIS act = 12	Xi reactivation = 0.1	CFTR F508del cor = 2.6	PAX8 reporter = -5	ERp5 inh = 3	DENV2 CPE rescue = -8	ARNT-TACC3 inh = .
